Compound activity from PubChem BioAssay.
M1AAP inhibition: malaria alanyl aminopeptidase activity blockers – biochemical, fluorogenic H-Leu-NHMec substrate, 1536-well (AID 1445); recombinant M1AAP, H-Leu-NHMec fluorogenic kinetic assay; higher % means a stronger effect; actives 0.42% (n = 220,000); one-dose inhibition, % at 30 µM; IC50 in µM for titrated hits;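 active = primary inhibition above the hit cutoff, then over 50% inhibition at one or more dose response concentrations, cut at about 23% in these data, passing the limit was not always enough; inconclusive = conflicting primary data, or primary hits not chosen for dose response; inactive = low primary inhibition, or under 50% at every dose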;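 also: plate controls were DMSO full reaction for no effect and no enzyme background for full effect; strong numbers were not always called active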
GPR55 beta-arrestin: selective activators of receptor GPR55 – imaging, U2OS cells, beta-arrestin-GFP redistribution, primary screen (AID 1961); U2OS GPR55 beta-arrestin-GFP redistribution imaging; higher % means a stronger effect; activation, % at 10 µM; hits with a dose series show EC50 in µM; actives 0.048% (n = 290,000);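 active = activation above 40% with more than 50 cells counted in the well; inconclusive = wells holding fewer than 50 cells, flagged as toxic or sparse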;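 also: U2OS osteosarcoma cells stably expressing GPR55 and beta-arrestin-GFP; plate controls were DMSO negative control for no effect and LPI positive control for full effect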
KOR beta-arrestin-1: kappa opioid receptor activators – cell-based, luminescence, uHTS, primary screen (AID 1777); actives 0.02% (n = 280,000); activation, % at 10 µM; hits with a dose series show EC50 in µM; KOR beta-arrestin recruitment, luminescence; higher % means a stronger effect; in the data active = activation above about 50%, passing the limit was not always enough; also: a part of the inactive calls stands beside numbers as strong as those of hits
HEK293 NOD2/NF-kB: NOD2 signaling inhibitors, cell-based, luminescence, uHTS, HEK293 (AID 1566) | HEK293 NOD2/NF-kB luciferase reporter, luminescence; higher % means a stronger effect | inhibition, % at 4 µM, or EC50 in µM where a hit was titrated | actives 0.63% (n = 290,000); also: many of its hits are not listed in these tables
NOD1 NF-kB reporter: NOD1 signaling inhibitors, primary screen, cell-based, luminescence, uHTS (AID 1578); NOD1-driven NF-kB luciferase reporter cells, luminescence; higher % means a stronger effect; inhibition, % at 4 µM, or EC50 in µM where a hit was titrated; actives 1% (n = 290,000); in the data active = inhibition mostly above about 36%, no sharp cut-off; inactive = mostly below about 34%;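 also: HEK-293T reporter cells stimulated with the NOD1 agonist gamma-tri-DAP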
KOR beta-arrestin-2: kappa opioid receptor blockers – cell-based, luminescence, uHTS (AID 1778); KOR beta-arrestin recruitment, luminescence, antagonist mode; higher % means a stronger effect; one-dose inhibition, % at 10 µM; IC50 in µM for titrated hits; actives 0.091% (n = 290,000); also: strong numbers were not always called active
AID2073: inhibitors of Mint1-CaV2.2 protein interaction, biochemical, HTRF (AID 2073); actives 0.19% (n = 290,000); HTRF protein-protein interaction, Mint1-CaV2.2; higher % means a stronger effect; inhibition, % at 20 µM; hits with a dose series show IC50 in µM; in the data active = inhibition mostly above about 51%, no sharp cut-off; inconclusive = no clear call, values can overlap the other calls; inactive = mostly below about 53%; also: some results filed as inactive read as strong as hits
P. falciparum M17LAP: P. falciparum M17LAP inhibitors, primary screen, biochemical, fluorogenic H-Leu-NHMec substrate, 1536-well (AID 1619); recombinant M17LAP, H-Leu-NHMec fluorogenic kinetic assay; higher % means a stronger effect; inhibition, % at 30 µM, or IC50 in µM where a hit was titrated; actives 0.38% (n = 220,000);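 active = compound inhibiting the enzyme by more than half at any dose during confirmatory dose-response retesting; inconclusive = strong single-dose inhibitors picked by rank but not retested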;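 also: plate controls were full reaction with DMSO carrier for no effect and no enzyme background for full effect; strong numbers were not always called active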
Dynein cargo inh: dynein cargo transport inhibition; z-score, hits read low; 3617.4 mouse cells, GR-EGFP nuclear translocation imaging; test concentration mostly 20 µM; stimulated with dexamethasone, 1 µM; stronger effect = lower value; actives 0.47% (n = 220,000);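 active = plate z-score of nuclear minus cytoplasmic receptor signal below a set negative limit, without overly bright fluorescence or cell loss, cut at about -3.5 in these data, passing the limit was not always enough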;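 also: z-score of nuclear minus cytoplasmic ring GR-EGFP intensity difference per well; some compounds called inactive have numbers as strong as hits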
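Schedule: 48 h induction, then 1 h compound, then 30 min agonist, 37 °C. Buffer or medium: tetracycline-free induction medium containing charcoal-stripped FBS. Reagent: 1.0 µM final dexamethasone stimulus. Evaluation: nuclear versus cytoplasmic GR-EGFP signal, averaged per well. Signal: high-content fluorescence imaging after fixation.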
Dynein cargo inh cytoplasmic EGFP: second read-out of Dynein cargo inh, no call of its own (marks repeat the call); z-score; measured here: cytoplasmic GR-EGFP intensity; stronger effect = higher value
Dynein cargo inh nuclear GR-EGFP: second read-out of Dynein cargo inh, no call of its own (marks repeat the call); z-score; measured here: nuclear GR-EGFP intensity;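 lower value marks the stronger effect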
Dynein cargo inh cell count: recorded beside Dynein cargo inh, whose call it bears; z-score; measured here: cell count per field
* marks the source's active call; other numbers are inactive results; ? = inconclusive; / = no result given; [ ] = another dose, or the depositor's remark. Rule as the data show it, unless noted: active = inhibition above about 50%; inactive = the rest. Some of the compounds tested; count on the stated rates, not on these rows.

compound,Dynein cargo inh cell count,KOR beta-arrestin-1,HEK293 NOD2/NF-kB,KOR beta-arrestin-2,AID2073,Dynein cargo inh,Dynein cargo inh cytoplasmic EGFP,GPR55 beta-arrestin,P. falciparum M17LAP,M1AAP inhibition,NOD1 NF-kB reporter,Dynein cargo inh nuclear GR-EGFP
CC1CN(C(=O)CCC(=O)NC(C)c2ccccc2)c2cc(Cl)ccc2O1 (centres undefined),/,-2.5%,13%,4%[20 µM],10%,/,/,-0.1%,/,/,-2%,/
CCc1ccc(S(=O)(=O)N2CCN(Cc3ccco3)CC2)cc1,/,-1.1%,-1%,24%,1%,/,/,0.3%,/,/,-4%,/
Cc1ccccc1C(=O)N1CCN(S(=O)(=O)c2cccs2)CC1,/,4.4%,5%,2%,2%,/,/,0.2%,/,/,-18%,/
O=S(=O)(/C=C/c1ccccc1)N1CCN(c2cccc(Cl)c2)CC1,-0.37,-3.0%,22%,7%,?,0.86,-0.19,-0.1%,1%,12%,2%,0.51
COc1ccc2sc(NC(=O)c3ccco3)nc2c1,-0.56,-5.0%,-68%,20%,1%,2.9,-0.32,0.0%,-8%,5%,-8%,0.98
CCCCC(CC(C)O)c1n[nH]c(=S)n1-c1ccccc1 (centres undefined),-0.091,2.2%,18%,-17%,7%,0.99,-0.24,1.0%,5%,1%,-26%,0.59
Cc1ccc(/C=c2\s/c(=C(/C#N)C(=O)N3CCCC3)n(Cc3ccco3)c2=O)s1,-0.42,-3.3%,17%,6%,5%,-1.7,0.57,-0.1%,26%,11%,18%,-0.88
COCc1nnc(NC(=O)c2ccc(S(=O)(=O)N3CCCc4ccccc43)cc2)o1,-0.26,-2.5%,22%,-9%,8%,0.92,-0.33,-0.3%,1%,-20%,-16%,0.34
O=C(Cn1nnc(-c2cccs2)n1)Nc1ccccc1C(F)(F)F,0.33,-3.0%,6%,3%,0%,-0.087,-0.18,-0.4%,-5%,8%,-38%,0.018
CC1CCCCC12NC(=O)N(CC(=O)NC(=O)NCc1ccco1)C2=O (centres undefined),-1.3,-0.6%,-5%,15%,-2%,1.3,-0.23,-0.1%,7%,-1%,-17%,1.2
COc1ccc(C2=NN(CN3C(=O)C(=O)c4ccccc43)C(c3cccc([N+](=O)[O-])c3)C2)cc1 (centres undefined),0.35,3.2%,-3%,22%,11%,0.38,-0.24,0.5%,1%,1%,-5%,0.15
CC(C)(C)C1CCC(C(=O)Nc2cccnc2)CC1 (centres undefined),-1,4.2%,-1%,-27%,-5%,0.37,-0.2,-0.1%,3%,-1%,-5%,0.88
Cc1nnc(SC(C)C(=O)Nc2nccs2)s1 (centres undefined),-0.0029,-0.8%,7%,-21%,46%,-0.13,-0.25,-0.4%,26%,0%,-14%,0.034
CNCC(O)Cn1c(C(F)(F)F)nc2ccccc21 (centres undefined),-0.47,-6.3%,10%,22%,16%,0.22,-0.2,-0.5%,13%,-4%,-27%,0.055
COc1ccc2[nH]c3c(NCCC4=CCCCC4)ncnc3c2c1,-0.33,27%,-1%,-13%,5%,0.55,0.032,-0.4%,0%,7%,44%,0.49
O=C(Cc1ccccc1)N/N=C/c1cc(Br)cc(Cl)c1O,1.2,2.1%,45%,-28%,4%,-0.83,-0.23,-0.3%,7%,?,-6%,0.17
CCOc1cc(/C=C2\C(=N)N3N=C(S(=O)(=O)CC)SC3=NC2=O)ccc1OC(=O)c1ccco1,/,0.9%,4%,22%,15%,/,/,0.3%,/,/,-50%,/
COc1ccc(OCc2ccc(C(=O)O)cc2)cc1,0.41,-3.3%,-49%,20%,-6%,-0.29,-0.22,-0.1%,13%,-6%,-70%,-0.019
Oc1ccccc1C=NC1=NN(c2cccc(C(F)(F)F)c2)CC1,-0.12,8.5%,-2%,23%,-27%,0.84,-0.24,-0.3%,20%,1%,-32%,0.36
CN(C)CC(O)COC(c1ccc(Cl)cc1)c1ccc(Cl)cc1 (centres undefined),-1,-0.3%,0%,-38%,-3%,0.45,0.43,-0.7%,2%,3%,-42%,1.2
CCOc1ccccc1C(=O)Nc1cnn(Cc2ccc(F)cc2)c1,0.76,10%,12%,-5%,-2%,-0.46,-0.21,0.4%,-21%,1%,6%,-0.35
CSc1nc2n(n1)C(c1ccccn1)C1=C(CC(C)(C)CC1=O)N2 (centres undefined),0.26,-1.3%,-8%,36%,18%,0.13,-0.2,0.2%,-4%,5%,-11%,0.07
CCN(CC)CCN1C(=O)C(=O)/C(=C(/O)c2ccc(OC(C)C)cc2)C1c1ccncc1 (centres undefined),-0.56,-5.7%,6%,16%,7%,0.65,0.14,-0.1%,-2%,-2%,-13%,0.71
CC1=C(C(=O)NC2CC(C)(C)Cc3c2cnn3-c2ccc(C)cc2)OCCO1 (centres undefined),/,2.2%,8%,-11%,0%,/,/,-0.1%,/,/,-15%,/
O=C(Cn1nnc2ccccc2c1=O)N[C@H](C(=O)O)c1ccccc1,0.67,6.5%,4%,-3%,12%,-0.24,-0.18,-0.1%,-3%,2%,-13%,-0.033
Cc1ccc(S(=O)(=O)N(Cc2n[nH]c(=S)n2-c2ccccc2)c2cccc(Cl)c2)cc1,0.64,-0.4%,4%,-1%[20 µM],-14%,-0.51,-0.35,0.0%,3%,6%,-17%,0.031
CN1CCCC(OC(=O)c2ccc(C#N)cc2)C1 (centres undefined),/,-0.6%,-2%,-4%,6%,/,/,-0.1%,/,/,-3%,/
O=C(C1CCN(S(=O)(=O)c2ccccc2)CC1)N1CCOCC1,-0.082,-1.6%,4%,-12%,-9%,-0.26,1.9,0.5%,-1%,4%,9%,0.27
Cc1cc(C(=O)NNC(=S)Nc2ccccc2C)cs1,-1,1.2%,-58%,-24%,-16%,-0.45,-0.21,-0.1%,0%,-6%,-46%,-0.14
Cc1cc(NC(=O)COC(=O)CCS(=O)(=O)c2cc(Cl)ccc2Cl)no1,/,2.8%,9%,-28%,-3%,/,/,0.3%,/,/,-5%,/

3 compounds already listed, ordered by formula weight, ascending:
compound,Dynein cargo inh cell count,KOR beta-arrestin-1,HEK293 NOD2/NF-kB,KOR beta-arrestin-2,AID2073,Dynein cargo inh,Dynein cargo inh cytoplasmic EGFP,GPR55 beta-arrestin,P. falciparum M17LAP,M1AAP inhibition,NOD1 NF-kB reporter,Dynein cargo inh nuclear GR-EGFP
O=C(C1CCN(S(=O)(=O)c2ccccc2)CC1)N1CCOCC1,-0.082,-1.6%,4%,-12%,-9%,-0.26,1.9,0.5%,-1%,4%,9%,0.27
Cc1cc(NC(=O)COC(=O)CCS(=O)(=O)c2cc(Cl)ccc2Cl)no1,/,2.8%,9%,-28%,-3%,/,/,0.3%,/,/,-5%,/
Cc1ccc(S(=O)(=O)N(Cc2n[nH]c(=S)n2-c2ccccc2)c2cccc(Cl)c2)cc1,0.64,-0.4%,4%,-1%[20 µM],-14%,-0.51,-0.35,0.0%,3%,6%,-17%,0.031

(continued)
compound,Dynein cargo inh cell count,KOR beta-arrestin-1,HEK293 NOD2/NF-kB,KOR beta-arrestin-2,AID2073,Dynein cargo inh,Dynein cargo inh cytoplasmic EGFP,GPR55 beta-arrestin,P. falciparum M17LAP,M1AAP inhibition,NOD1 NF-kB reporter,Dynein cargo inh nuclear GR-EGFP
COCCn1c(=O)[nH]c2cc(C(=O)Nc3nnc(C)s3)ccc21,/,-0.5%,5%,-20%,-8%,/,/,-0.2%,/,/,-30%,/
CCN(CC)C(=O)COc1ccc(C=O)cc1OC,-0.91,-0.3%,2%,-10%,12%,0.55,-0.2,0.4%,13%,4%,-22%,0.0097
Cc1ccc(O)c(C2=Nc3ccccc3C2(C)C)c1,-0.38,7.2%,-46%,-40%,43%,0.11,-0.27,0.4%,-1%,3%,-62%,0.33
COc1ccc(C(=O)Nc2cccc(-c3cnc4ccccc4n3)c2)cc1,0.089,-0.4%,-2%,-14%,9%,0.16,-0.18,-0.1%,1%,3%,/,-0.25
COc1ccccc1C(=O)n1nc(C)cc1C,0.77,-4.3%,8%,8%,9%,-0.63,-0.2,0.2%,6%,3%,4%,-0.29
O=C1c2cc(S(=O)(=O)NCCO)ccc2-c2ccc(S(=O)(=O)NCCO)cc21,0.23,0.6%,3%,23%,-7%,-0.15,-0.34,-0.4%,2%,2%,-5%,-0.1
CC(=O)Nc1ccc2nc(-c3ccco3)[nH]c2c1,0.97,0.1%,-9%,5%,-6%,-0.22,-0.24,0.2%,-10%,4%,-27%,-0.45
CS(=O)(=O)N1CCC(C(=O)Nc2cccc(F)c2)CC1,/,0.3%,-2%,-26%[20 µM],-4%,/,/,-0.1%,/,/,-32%,/
O=C(CCc1ccccc1)Nc1nc2n(n1)C(c1ccccc1)CC(=O)N2 (centres undefined),0.61,-8.5%,0%,-5%,20%,-0.13,-0.31,-0.2%,7%,8%,-4%,0.2
COc1cc(S(=O)(=O)Nc2cccc3cn[nH]c23)c(OC)cc1Cl,/,-0.1%,12%,-24%,3%,/,/,0.3%,/,/,-14%,/
Cc1nnc(N(Cc2ccco2)C(=O)c2cccc(C#N)c2)s1,-0.69,-5.2%,7%,12%,5%,-0.11,-0.15,-0.1%,16%,1%,-7%,0.58
CN=c1scc(-c2ccc(Cl)cc2)n1C,0.15,1.2%,15%,5%,-3%,-0.069,-0.25,0.1%,4%,5%,-26%,-0.19
COc1ccc(C(NC(=O)CC(C)C)NC(=O)CC(C)C)cc1OC,-0.33,-3.2%,6%,10%,-2%,0.13,-0.2,0.1%,-5%,5%,-1%,-0.044
Cc1[nH][nH]c(=O)c1C(c1c(C)[nH][nH]c1=O)c1cn(Cc2ccc(F)cc2)c2ccccc12,-0.18,-6.1%,5%,54%*,3%,-0.51,-0.22,2.8%,32%,13%,28%,-0.1
O=c1oc2cc(O)ccc2cc1-c1ccccc1,/,-1.6%,-4%,-34%,48%,/,/,-0.1%,/,/,-17%,/
